# Source: PubChem BioAssay
# Furin inh: inhibitors of human furin; purified furin, fluorogenic substrate cleavage; actives 0.061% (n = 220,000); P09958; AID 463115; inhibition, % at 30 µM; in the data active = inhibition above about 25%; also: inactives centre near -15
# p97 inhibitor: blocks human p97 ATPase activity. P55072. recombinant p97 ATPase, Kinase-Glo ATP luminescence, 3 h. inhibition, % at 8 µM. actives 0.42% (n = 220,000); in the data active = inhibition above about 15%;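 also: 0% = DMSO vehicle and 100% = wells lacking enzyme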
# TbHK1 inh: blocks Trypanosoma brucei hexokinase 1 activity; recombinant TbHK1, G6PDH-coupled NADH A340; inhibition, % at 10 µM; actives 0.11% (n = 220,000); AID 1430;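 active = inhibition of 50% or more in the single-dose primary screen; inactive = inhibition below 50%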
# Ba/F3 V617F tox: loss of viability in JAK2V617F-driven Ba/F3 cells; Ba/F3 EpoR-JAK2V617F viability, ATP luminescence; inhibition, % at 5.6 µM; actives 1.1% (n = 220,000); AID 1446;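 active = inhibition above the campaign mean plus 3 SD over all tested compounds, cut at about 24% in these data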;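 also: cytokine-independent growth of Ba/F3 cells driven by EpoR plus mutant JAK2; 0% = DMSO-treated cells and 100% = JAK inhibitor I control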
# RBBP9 inh: blocks human serine hydrolase RBBP9 | O75884 | recombinant RBBP9, FP-Rh probe fluorescence polarization | inhibition, % at 7.94 µM | actives 0.2% (n = 220,000) | AID 1515;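 active = inhibition above the campaign mean of all tested compounds plus 3 SD, cut at about 14% in these data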;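 also: plate controls were DMSO wells with RBBP9 for no effect and wells lacking RBBP9 protein for full effect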
# Target sequence (O75884 whole entry, looked up): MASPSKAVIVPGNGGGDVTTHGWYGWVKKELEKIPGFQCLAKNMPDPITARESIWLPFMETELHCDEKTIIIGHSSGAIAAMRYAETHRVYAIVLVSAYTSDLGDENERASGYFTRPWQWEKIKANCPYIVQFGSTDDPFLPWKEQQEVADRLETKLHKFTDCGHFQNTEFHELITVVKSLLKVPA
#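 System: RBBP9 protein | Quantity: 2.5 µM RBBP9 dispensing solution, before mixing | Reagent: FP-Rh probe, 375 nM dispensing solution | Timing: Enzyme-compound preincubation 30 min, then probe labeling 45 min, 25 °C | Measured by: Fluorescence polarization | Read-out: % inhibition | Replication: One well per compound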
# EP2 antag: EP2 receptor (human) inhibition. actives 0.52% (n = 260,000). C6 glioma cells expressing human EP2, cAMP TR-FRET; cells stimulated with saturating PGE2. inhibition, % at 25 µM;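 active = percent inhibition above 40 after rounding to a whole number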;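 also: rat C6 glioma host cells with rolipram phosphodiesterase inhibitor present; the protocol text gives 20 µM as final concentration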
# Target sequence (P43116 whole entry, looked up): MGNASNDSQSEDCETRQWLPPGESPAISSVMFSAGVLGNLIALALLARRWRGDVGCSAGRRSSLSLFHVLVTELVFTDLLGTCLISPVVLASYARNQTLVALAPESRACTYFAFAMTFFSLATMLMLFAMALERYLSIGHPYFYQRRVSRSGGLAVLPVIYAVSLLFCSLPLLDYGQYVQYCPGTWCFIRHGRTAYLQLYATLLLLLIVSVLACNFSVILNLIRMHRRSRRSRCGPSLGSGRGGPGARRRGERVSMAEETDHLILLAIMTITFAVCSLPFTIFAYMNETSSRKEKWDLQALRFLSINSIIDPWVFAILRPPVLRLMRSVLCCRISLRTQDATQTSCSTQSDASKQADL
# PPC-1+TRAIL kill: PPC-1 cancer cell killing with TRAIL present. PPC-1 cells + TRAIL, ATPLite viability luminescence. actives 0.41% (n = 220,000). cell killing (% activity), % at 4 µM;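 active = cell killing above 50% in the first pass at 4 µM, then a duplicate retest at 5 µM averaging 50% or more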;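 also: plate controls were cells with TRAIL plus DMSO for no effect and medium-only wells lacking cells for full effect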
# BaF3 parental: parental Ba/F3 viability inhibition as JAK2V617F counter-screen; CellTiter-Glo ATP luminescence; inhibition, % at 5.6 µM; actives 1.1% (n = 220,000);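 active = inhibition above a per-campaign cutoff, the mean inhibition of all tested compounds plus 3 SD, cut at about 27% in these data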;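 also: 0% = DMSO wells and 100% = JAK Inhibitor I control wells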
# NCF1 inh: inhibitors of human p47phox binding; actives 0.53% (n = 220,000); p47phox/p22phox peptide binding, fluorescence polarization, 2 h; P14598; AID 1274; inhibition, % at 24.7 µM;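 active = inhibition above about 30%, limit read from the data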;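 also: 0% = p47phox with labelled peptide and 100% = labelled peptide alone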
# Target sequence (P14598 whole entry, looked up): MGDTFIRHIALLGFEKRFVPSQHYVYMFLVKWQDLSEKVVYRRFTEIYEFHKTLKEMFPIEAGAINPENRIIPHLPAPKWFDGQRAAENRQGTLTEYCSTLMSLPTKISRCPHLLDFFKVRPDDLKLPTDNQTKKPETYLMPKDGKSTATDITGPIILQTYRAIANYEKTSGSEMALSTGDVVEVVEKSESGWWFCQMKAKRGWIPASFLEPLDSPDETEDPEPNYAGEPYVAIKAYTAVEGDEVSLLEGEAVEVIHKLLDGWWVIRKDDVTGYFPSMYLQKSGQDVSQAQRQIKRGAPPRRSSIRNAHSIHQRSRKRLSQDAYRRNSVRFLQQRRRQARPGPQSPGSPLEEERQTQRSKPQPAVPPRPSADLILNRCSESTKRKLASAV
# * hit, by the source's call; / = no result given; & = joins results of further samples; [ ] = dose if it differs, or a comment.
SMILES,Furin inh,p97 inhibitor,TbHK1 inh,Ba/F3 V617F tox,RBBP9 inh,EP2 antag,PPC-1+TRAIL kill,BaF3 parental,NCF1 inh
O=C(Nc1cn(-c2ccccc2)nc1-c1cccs1)c1ccco1,-17,4,0,1,-3,22,17,7,-27
CCC(NS(=O)(=O)c1ccc(C)cc1)C(=O)N1CCN(c2ccccn2)CC1 (stereo unspecified),0,-3,2,0,1,7,-10,9,3
CCOC(=O)C1CCCN(C(=O)c2ccccc2NC(C)=O)C1 (stereo unspecified),-30[20 µM],5,-1,-1,-3,3,7,3,-9
O=S1(=O)C=CC(Sc2nc3ccccc3[nH]2)C1 (stereo unspecified),-16,3,-2,-2,6,14,-18,3,-7
COC(=O)c1c(NC(NC(=O)C(C)C)C(Cl)(Cl)Cl)sc2c1CCCC2 (stereo unspecified),2,-3,-12,3,-1,4,-11,8,-15
CCCCCC(=O)NCC(C)NC(=O)CCCCC (stereo unspecified),-25,-6,-2,5,-4,8,13,7,4
CC1=NC(Nc2nc(C)c3ccccc3n2)=NC(C)(C)C1,-25[20 µM],13,-6,-2,-6,2,20,0,-24
O=C(NC(=O)c1c(Cl)cccc1Cl)Nc1ccc(Oc2cccnc2)nc1,-33,2,-7,-3,-4,15,4,-4,3
CCOc1nc(C)ccc1-c1noc(-c2ccccn2)n1,-18,0,5,-2,5,11,14,0,-14
Cc1[nH]nc2c1C(c1ccccc1)C1=C(CC(C)(C)CC1=O)N2 (stereo unspecified),-11,0,-38,1,1,11,-25,-3,/
NC(=O)C1CCN(C(c2ccccc2)c2nnnn2C2CCCC2)CC1 (stereo unspecified),-8[20 µM],-7,6,4,-3,11,8,3,7
CCc1ccc(NC(=O)Cn2cccc2)cc1,-14,1,0,2,-7,6,3,2,-2
COc1ccccc1N(CC(=O)NCCSc1ccccc1)S(C)(=O)=O,-17[20 µM],1,2,4,1,10,2,9,-5
COc1ccc(-n2c(C)cc(C(=O)Cn3nnc4ccccc4c3=O)c2C)cc1,-6,3,-2,-3,-2,23,-5,-1,18
COc1cc(C(=O)Sc2ccc(Cl)cc2)cc(OC)c1OC,-20[20 µM],1,-7,-1,-3,12,0,-2,3
CCC(C)(C(=O)NC1CCCC1)N(Cc1ccco1)C(=O)c1ccccn1 (stereo unspecified),-19,2,2,1,-1,3,-5,3,-4
COc1ccc(-c2cc(N3CCCC3)n3ncnc3n2)cc1,-17[20 µM],1,-23,-4,-1,21&8,3,2,3
O=S(=O)(/C=C/c1ccccc1)n1cnc2ccccc21,-7,-10,2,4,-4,17,14,3,-8
CC(C)CCNC(=O)CCn1c(=S)oc2ccccc21,-11,-1,-1,-1,-9,2,3,0,1
CN(C)/C=C(\C#N)C(=O)c1cccnc1Oc1ccc(F)cc1F,-2[20 µM],-5,0,6,-8,3,0,10,-7
Cn1cccc1/C=C(/C#N)c1ccc(F)cc1,-3,2,-27,-2,8,10,-1,2,-4
CN(Cc1c(C(=O)N(C)Cc2ccccc2)nc2ccccn12)CC1Cc2ccccc2O1 (stereo unspecified),-28,-2,-10,0,1,7,26,2,3
CN(CC(=O)Nc1nc2ccccc2s1)S(=O)(=O)c1ccccc1,-54[20 µM],2,-1,0,-5,15,5,4,-7
O=C(Cn1cnc2ccccc2c1=O)N1CCN(c2ccccc2)CC1,-6[20 µM],-1,4,-4,-9,10,8,1,-1
O=C(CCc1nc(-c2ccccc2)c(-c2ccccc2)o1)OCc1ccc(Br)cc1,-12[20 µM],-1,5,-4,-1,6,-17,2,3
CC(OC(=O)Cc1ccc(Cl)cc1)C(=O)NCCC1=CCCCC1 (stereo unspecified),-23,1,6,-3,-1,8,23,3,7
CC(C)CN(CC(C)C)C1=N/C(=C\c2ccco2)C(=O)N1c1ccccc1,-16[20 µM],3,-4,-1,-7,-7,23,3,-15
CN(CC(=O)OCC(=O)Nc1ccccc1)S(=O)(=O)c1ccc(Cl)cc1,-6[20 µM],2,1,-1,5,11,0,2,11
O=c1oc2c(CN3CCOCC3)c(O)ccc2c2c1CCC2,-217,3,-34,-2,-6,4,-9,1,-6
NC(=O)COC(=O)c1cc([N+](=O)[O-])ccc1NCCO,-13,1,-43,-2,-1,12,2,-4,-5
COc1cc(C)c(N(C(C)=O)c2ccccc2)c(C)c1,-27,-1,2,-1,-5,13,-3,4,5
O=C(CSc1nnc(-c2cccnc2)n1Cc1ccco1)c1ccc(Cl)c(Cl)c1,-22,2,-4,-1,-6,8,7,3,-37
COc1cc(C2C(C#N)=C(N)N(c3sc4c(c3C#N)CCCC4)C3=C2C(=O)CC(C)(C)C3)cc(OC)c1OC (stereo unspecified),-11[20 µM],1,-1,-3,-4,18,20,1,-1
Cc1ccnc(NC(=O)Nc2ccc3c(c2)N(C)C(=O)CS3)c1,-13,1,0,2,2,8,32,-2,-84
CC(=O)Nc1cc(NC(C)=O)cc(C(=O)OCC(=O)N2CC(C)OC(C)C2)c1 (stereo unspecified),10[20 µM],0,-1,-3,-3,10,-19,2,-18
CCN(CC)Cc1c(O)ccc2c(C)c(CC(=O)OC)c(=O)oc12,-59[20 µM],4,-31,3,-1,9,6,4,-14
CCCn1nc2cc(C(=O)N(CC)c3ccc(OC)cc3)ccc2c1OCC,8[20 µM],3,-4,-2,-1,9,3,-1,1
Cc1ccc(C(=O)Nc2cc(Cl)ccc2OC(=O)c2ccc(C)cc2)cc1,-24[20 µM],1,-4,4,-13,/,4,17,-34
Cc1c(NC(=O)c2ccc(-c3cccc([N+](=O)[O-])c3)o2)c(=O)n(-c2ccccc2)n1C,1,2,-8,-2,1,3,/,7,-10
COc1cccc(-c2nn(-c3ccccc3)cc2/C=C(\C#N)C(=O)NCCCn2ccnc2)c1,13,8,5,0,-15,11,16,3,-26
O=C(N1CCOCC1)N(Cc1ccco1)CC1CCCO1 (stereo unspecified),-19,8,-1,1,-6,5,-4,5,-7
C/C=C\C(=O)Nc1cccc(C2=NOC3(C2)C[C@H](C(N)=O)N(C(=O)Cc2ccc([N+](=O)[O-])cc2)C3)c1 (stereo partly specified),-24,/,-13,/,/,15,-13,/,-5
CN(NC(=O)c1ccc(Cl)cc1)c1nc(-c2ccccc2)nnc1C(F)(F)F,-21,3,0,0,-8,/,-17,2,-3
Cc1ccc(NC(=S)/N=C(\N)Nc2nc(C)c3ccccc3n2)cc1C,-6,2,-15,14,2,4,23,8,-13
CCCCC(=O)O[C@H]1CC[C@H]2[C@@H]3CCc4cc(O)ccc4[C@H]3CC[C@]12C,-3,0,8,-1,-9,14,-1,2,-11
Cc1cccc(SCC(=O)Nc2ccccc2[N+](=O)[O-])c1,-32,-3,-9,-1,-4,3,-1,3,-5
Cc1ccc(S(=O)(=O)N2CCCCC2)cc1NC(=O)C1CC(=O)N(Cc2ccccc2)C1 (stereo unspecified),-9,0,35,1,-4,6,-6,7,-14
CC(=O)OCC[N+](C)(C)C,-18&-1,0&1,-3&-4,1&-1,-2&-2,13&11&17,15,6&1,-1&1
Cc1ccc(OCC(=O)OC2CCS(=O)(=O)C2)cc1 (stereo unspecified),-27,5,-11,-1,-6,8,-18,3,-83
O=C(NCC1CCCO1)c1coc2nc3ccccc3nc12 (stereo unspecified),-19,5,-18,-2,-7,19,11,1,-72
Cc1cc(NC(=O)CSc2ccc(F)cc2)no1,-8,4,0,3,-1,2,/,7,-5
CC(=O)Nc1sc(N/N=C\c2ccccc2)nc1-c1cccs1,-12,5,-8,-2,-2,4,3,2,-16
CNNC(=S)Nc1cccc(C(F)(F)F)c1,-22,7,-2,-1,1,7,4,0,-12
COc1ccc(Cc2nc(-c3ccncc3)no2)cc1,-15,4,-7,1,-4,4,3,0,-4
CCOC(=O)C1CCN(C(=O)CCc2c(C)nc3c(-c4ccc(F)cc4)c(C)nn3c2C)CC1,-12,-4,-23,-1,-6,12,-4,6,1
CCOC(=O)N1CCN(C(=O)c2ccc(OC)cc2)CC1,-29,1,-4,-3,-9,10,4,2,-5
CCC(=O)c1ccc(-c2ccccc2)cc1,-12,7,0,0,-9,12,1,3,-7
O=C(Nc1ccccc1-c1ccccc1)c1cc(C(F)(F)F)cc(C(F)(F)F)c1,-14,3,-2,-4,-10,11,8,-4,-4
CC1CCCCN1c1ccc(N)cc1C(N)=O (stereo unspecified),-28,1,-4,1,-1,6,-30,10,1
COc1ccc(C(C)=O)cc1COc1nc(C)nc2ccccc12,-26,-1,-3,3,-8,6,-4,-1,-11

# Additional structures.
SMILES,Furin inh,p97 inhibitor,TbHK1 inh,Ba/F3 V617F tox,RBBP9 inh,EP2 antag,PPC-1+TRAIL kill,BaF3 parental,NCF1 inh
CCOC(=O)c1[nH]c(C)c(C(=O)OCC(=O)NC(=O)NC(C)(C)C)c1C,-23,-4,2,4,0,7,-10,4,0
COc1ccc(NC(=O)c2c([N+](=O)[O-])c(C(C)(C)C)nn2C)cc1,-22,4,-9,-4,-3,11,2,3,-12
O=C(O)C1CCCN1C(=O)c1cccs1 (stereo unspecified),-22,4,-2,-1,6,9&9,-19,-1,-4
Cc1cc(C)n2nc(SCCC(=O)NCc3ccccc3)nc2n1,-18,-2,0,1,-5,6,-11,5,-1
COc1cc2c(C(=O)O)c(C)n(CC(C)C)c2c2ccccc12,-24[20 µM],-5,-8,0,-6,/,3,4,-24
c1ccc2c(COn3nnc4ccccc43)cccc2c1,-11[20 µM],-5,9,0,-9,5,-8,3,-13
COc1ccc(CCNc2oc(-c3ccccc3OC)nc2C#N)cc1OC,-38,-5,25,7,-1,35,7,2,-7
CCCn1c(SCC(=O)NCCc2ccc(OC)c(OC)c2)nc2c1c(=O)n(C)c(=O)n2C,-21,7,-6,-3,-4,12,2,8,-1
O=C(c1cccs1)N1CCN(Cc2nc3ccccc3c(=O)[nH]2)CC1,-7[20 µM],3,0,0,-5,10,36,2,-9
O=C(Nc1ncc2c(n1)-c1ccccc1OC2)c1ccc(Cl)cc1Cl,-12,1,2,-2,-1,6,9,8,-4
Cc1cc(C(=O)Nc2cnc3ccccc3c2)ccc1[N+](=O)[O-],-22,-1,1,28*,-11,3,0,1,5
COc1ccc(NC(=O)NS(=O)(=O)c2ccc(C)cc2)c(OC)c1,-29,1,5,0,-10,5,-7,5,4

# Structural class, the compounds so far containing two or more sulfur atoms
SMILES,Furin inh,p97 inhibitor,TbHK1 inh,Ba/F3 V617F tox,RBBP9 inh,EP2 antag,PPC-1+TRAIL kill,BaF3 parental,NCF1 inh
O=S1(=O)C=CC(Sc2nc3ccccc3[nH]2)C1 (stereo unspecified),-16,3,-2,-2,6,14,-18,3,-7
COc1ccccc1N(CC(=O)NCCSc1ccccc1)S(C)(=O)=O,-17[20 µM],1,2,4,1,10,2,9,-5
CN(CC(=O)Nc1nc2ccccc2s1)S(=O)(=O)c1ccccc1,-54[20 µM],2,-1,0,-5,15,5,4,-7
CC(=O)Nc1sc(N/N=C\c2ccccc2)nc1-c1cccs1,-12,5,-8,-2,-2,4,3,2,-16

# (more compounds)
SMILES,Furin inh,p97 inhibitor,TbHK1 inh,Ba/F3 V617F tox,RBBP9 inh,EP2 antag,PPC-1+TRAIL kill,BaF3 parental,NCF1 inh
CC#CC[N+](C)(C)CCCCCCCCCC,-18,1,3,95*,5,5,32,79*,-4
COc1ccccc1NC(=O)C/C(C)=N/NC(=O)C12CC3CC(CC(C3)C1)C2,-25,6,1,-2,-7,5,-16,6,-6
Cc1cc(Cl)ccc1N=C1N=C(N)c2ccccc21,-9,-1,-15,1,-11,6,11,4,0
COc1ccc(OCC(O)CNS(=O)(=O)c2ccc(C)cc2)cc1 (stereo unspecified),-13,6,-5,-3,-8,13,4,1,-5

# A portion of the library. The share of hits here may be higher or lower than overall.
